M1AAP inhibition = P. falciparum M1AAP inhibitors, biochemical, fluorogenic H-Leu-NHMec substrate, 1536-well (AID 1445) | Aminopeptidase N (Plasmodium falciparum (isolate 3D7)) | recombinant M1AAP, H-Leu-NHMec fluorogenic kinetic assay; higher % means a stronger effect | one-dose inhibition, % at 30 µM; IC50 in µM for titrated hits | 220,000 compounds, 0.42% hits;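 active means primary inhibition above the hit cutoff, then over 50% inhibition at one or more dose response concentrations, cut at about 23% in these data, passing the limit was not always enough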;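 further: plate controls were DMSO full reaction for no effect and no enzyme background for full effect; strong numbers were not always called active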
P. falciparum M17LAP = P. falciparum M17LAP inhibitors, primary screen, biochemical, fluorogenic H-Leu-NHMec substrate, 1536-well (AID 1619). recombinant M17LAP, H-Leu-NHMec fluorogenic kinetic assay; higher % means a stronger effect. Leucine aminopeptidase (Plasmodium falciparum (isolate 3D7)). 220,000 compounds, 0.38% hits. one-dose inhibition, % at 30 µM; IC50 in µM for titrated hits;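 active means compound inhibiting the enzyme by more than half at any dose during confirmatory dose-response retesting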;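 further: plate controls were full reaction with DMSO carrier for no effect and no enzyme background for full effect; strong numbers were not always called active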
PMI inhibitors = inhibitors of human PMI, primary screen, biochemical, fluorescence intensity, coupled assay (AID 1209); Mannose-6-phosphate isomerase (Homo sapiens); one-dose inhibition, % at 20 µM; IC50 in µM for titrated hits; 190,000 compounds, 0.42% hits; purified PMI enzyme, coupled fluorescence intensity; higher % means a stronger effect;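 further: plate controls were DMSO vehicle for no effect and wells lacking substrate for full effect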
AID2073 = inhibitors of Mint1-CaV2.2 protein interaction, biochemical, HTRF (AID 2073). Voltage-dependent N-type calcium channel subunit alpha-1B (Homo sapiens). one-dose inhibition, % at 20 µM; IC50 in µM for titrated hits. 290,000 compounds, 0.19% hits. HTRF protein-protein interaction, Mint1-CaV2.2; higher % means a stronger effect; in the data active means inhibition mostly above about 51%, no sharp cut-off; further: some results filed as inactive read as strong as hits
Siah-1 displacement = Siah-1 peptide-binding antagonists, primary screen, biochemical, fluorescence polarization, rhodamine-plectin, uHTS (AID 1817); E3 ubiquitin-protein ligase SIAH1 (Homo sapiens); Siah-1 / rhodamine-plectin peptide fluorescence polarization; higher % means a stronger effect; displacement, % at 20 µM; hits with a dose series show IC50 in µM; 290,000 compounds, 0.02% hits;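 active means displacement of at least 50% at 20 µM, with a fluorescence ratio check between 0.3 and a set limit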;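 further: plate controls were Siah plus tracer with DMSO for no effect and tracer alone without Siah for full effect; strong numbers were not always called active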
LYP phosphatase = inhibitors of LYP phosphatase, biochemical, fluorescence intensity, uHTS (AID 1779). recombinant LYP phosphatase, fluorescence intensity; higher % means a stronger effect. 290,000 compounds, 0.054% hits. inhibition, % at 11.5 µM; hits with a dose series show IC50 in µM. Tyrosine-protein phosphatase non-receptor type 22 (Homo sapiens);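 further: plate controls were vehicle with enzyme for no effect and no enzyme for full effect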
XIAP displacement = XIAP antagonists, biochemical, IAP family, fluorescence polarization (AID 1018). 200,000 compounds, 0.007% hits. E3 ubiquitin-protein ligase XIAP (Homo sapiens). displacement, % at 20 µM; hits with a dose series show IC50 in µM. XIAP BIR domain, fluorescence polarization peptide displacement; higher % means a stronger effect; in the data active means displacement above about 50%; further: a part of the inactive calls stands beside numbers as strong as those of hits
Dynein transport = inhibitors of GR-EGFP nuclear translocation, primary screen, dynein cargo transport inhibitor project, imaging, high-content, 3617.4 mouse cells; test concentration mostly 20 µM; stimulated with dexamethasone, 1 µM; stronger effect = lower value; z-score, hits read low; 220,000 compounds, 0.47% hits;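 active means plate z-score of nuclear minus cytoplasmic receptor signal below a set negative limit, without overly bright fluorescence or cell loss, cut at about -3.5 in these data, passing the limit was not always enough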;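 further: z-score of nuclear minus cytoplasmic ring GR-EGFP intensity difference per well; some compounds called inactive have numbers as strong as hits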
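Buffer or medium: tetracycline-free induction medium containing charcoal-stripped FBS / Reagent: dexamethasone agonist, 1.0 µM final, for 30 min / Technique: automated 10x imaging of fixed Hoechst-stained cells / Times: induction 48 h, compound 1 h, agonist 30 min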
human PMI inhibitors = human PMI inhibitors, high substrate, primary screen, biochemical, fluorescence intensity, high mannose 6-phosphate (AID 1220); one-dose inhibition, % at 20 µM; IC50 in µM for titrated hits; 190,000 compounds, 0.66% hits; recombinant PMI enzyme, coupled fluorescence intensity; higher % means a stronger effect
Dynein transport cytoplasmic EGFP = also measured in Dynein transport; calls as there; z-score; measured here: cytoplasmic GR-EGFP intensity; stronger effect = higher value
Dynein transport nuclear GR-EGFP = further read-out of Dynein transport, marked with its call; z-score; measured here: nuclear GR-EGFP intensity;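 lower value marks the stronger effect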
Dynein transport cell count = also measured in Dynein transport; calls as there; z-score; measured here: cell count per field
* = called active by the depositor; . = no result given. Unless noted, no stated cut-off is given here; in the data, active means inhibition above about 50%; inactive means the rest. Compounds were not picked by outcome. About 2.1% of those tested had a hit in this group.

Dynein transport cell count,P. falciparum M17LAP,human PMI inhibitors,Dynein transport cytoplasmic EGFP,Siah-1 displacement,Dynein transport nuclear GR-EGFP,XIAP displacement,AID2073,LYP phosphatase,M1AAP inhibition,PMI inhibitors,Dynein transport,canonical_smiles
0.38,5%,-8%,-0.32,5%,-0.18,-1.6%,0%,0%,0%,-10%,-0.64,Cn1c(SCc2ccc(F)cc2)nnc1-c1ccccn1
0.61,-5%,1%,-0.058,1%,-0.24,-0.5%,6%,2%,2%,17%,-0.15,COc1cc(/C=C/c2nc(-c3ccccc3O)n[nH]2)cc(OC)c1OC
0.74,-3%,4%,-0.23,-3%,-0.52,-2.1%,-1%,-5%,1%,-1%,-0.73,CN(Cc1cnn(C)c1)C(=O)c1ccc(OC2CCN(CCc3ccccc3)CC2)cc1
0.75,1%,-8%,-0.21,-3%,-0.19,1.9%,0%,-8%,13%,-4%,-0.21,CCc1ccc(C(=O)COC(=O)CNC(=O)CNC(=O)Cc2ccccc2)cc1
0.79,1%,-4%,-0.36,-3%,-0.4,-8.3%,-4%,-1%,5%,-7%,-0.86,CC(=O)Nc1ccc(CN2CCN(CC=C(C)C)C(CCO)C2)cc1 (stereo unspecified)
0.94,0%,-2%,0.066,3%,-0.018,-5.2%,4%,-1%,-11%,-6%,-0.86,Cc1nn(C(C)C(=O)NCC2CCCO2)c(C)c1[N+](=O)[O-] (stereo unspecified)
0.11,2%,9%,-0.31,9%,0.54,-2.5%,18%,1%,6%,9%,-0.037,CSc1ccc(CN(C)Cc2nc3cc(C(F)(F)F)ccc3c(=O)[nH]2)cc1
0.46,-2%,-3%,-0.12,-2%,0.37,-2.4%,2%,5%,3%,1%,0.44,O=C1NC(=S)N(c2cccc(Cl)c2)C12CCCCC2
0.85,-1%,2%,-0.28,9%,-0.39,0.5%,-10%,-7%,2%,1%,-0.75,O=C(CC1CCCCC1)NCc1ccc(F)cc1
.,-1%,3%,.,1%,.,-7.1%,4%,-7%,-12%,-3%,.,CCC(C)(C)N=C(NC#N)Nc1cccnc1
0.84,-9%,3%,0.72,3%,-0.26,-4.9%,-6%,-6%,-2%,9%,-0.94,CCC(C)NC(=O)C1c2ccccc2C(=O)N1Cc1cc(OC)ccc1OC (stereo unspecified)
-1.1,-3%,13%,-0.11,4%,1.1,-4.1%,10%,1%,0%,14%,2.2,CCOc1cc(C)c(S(=O)(=O)Nc2ccc(F)cc2)cc1C
0.82,14%,12%,0.7,-1%,-0.16,-12%,3%,-4%,10%,22%,-0.45,CCOC(=O)Cc1c(C)nc2cc(-c3ccc(Cl)cc3)[nH]n2c1=O
0.18,6%,12%,-0.22,9%,0.62,-4.1%,-4%,-7%,-1%,12%,0.16,CCOC(=O)C(Cc1ccccc1)C(=O)Nc1ccccc1C (stereo unspecified)
0.58,-8%,18%,-0.17,4%,-0.16,3.3%,13%,1%,-4%,24%,-0.66,O=C(NCCc1ccccc1)C1CCN(S(=O)(=O)c2cccc3nsnc23)CC1
0.6,11%,11%,-0.27,-9%,0.32,0.0%,2%,-6%,7%,12%,0.6,O=C(CSCC(=O)NC1CCCC1)Nc1ccccc1
0.031,-5%,6%,-0.2,1%,-0.023,-1.5%,5%,-6%,-2%,10%,-0.29,CSc1ccc(C2Nc3ccccc3-c3cc(C)nn32)cc1 (stereo unspecified)
0.33,-24%,-129%,-0.043,-1%,-0.41,-2.4%,-13%,-13%,5%,-38%,-0.35,C/C(=N/Nc1ccc(F)cc1)c1ccc(Cl)s1
-0.54,4%,-1%,-0.28,-3%,0.23,-2.3%,-15%,-3%,3%,-4%,0.44,Cc1cccc(N(CC(=O)N2CCCC2)S(=O)(=O)c2ccccc2)c1
-1.1,-4%,10%,-0.087,-3%,-0.34,-6.4%,13%,-3%,11%,13%,-0.016,O=C(COc1ccc(S(=O)(=O)NC2CCCCC2)cc1)NCCC1=CCCCC1
0.84,0%,-1%,-0.23,-7%,-0.32,-9.8%,-1%,-8%,4%,-9%,-1.3,CCC(=O)Nc1ccc(S(=O)(=O)Nc2ccc(Cl)nn2)cc1
0.73*,13%,.,1.4*,-3%,-2.9*,.,23%,-5%,4%,.,-5.8*,COc1ccc(C(=O)Cn2c(C)nc([N+](=O)[O-])c2Br)cc1
0.43,6%,.,-0.24,15%,0.46,.,3%,-4%,0%,.,-0.31,Cc1nc(SCC(=O)N2CCOCC2)c2c(=O)n(C)c(=O)n(C)c2n1
0.71,1%,4%,-0.29,7%,0.18,0.2%,11%,-7%,12%,10%,0.33,Cc1ccc(C(=O)CN2C(=O)C(=O)N(Cc3ccccc3)C2=O)cc1

In another format: results already given.
smiles,Dynein transport cell count,P. falciparum M17LAP,human PMI inhibitors,Dynein transport cytoplasmic EGFP,Siah-1 displacement,Dynein transport nuclear GR-EGFP,XIAP displacement,AID2073,LYP phosphatase,M1AAP inhibition,PMI inhibitors,Dynein transport
CCOC(=O)C(Cc1ccccc1)C(=O)Nc1ccccc1C (stereo unspecified),0.18,6%,12%,-0.22,9%,0.62,-4.1%,-4%,-7%,-1%,12%,0.16
O=C(NCCc1ccccc1)C1CCN(S(=O)(=O)c2cccc3nsnc23)CC1,0.58,-8%,18%,-0.17,4%,-0.16,3.3%,13%,1%,-4%,24%,-0.66
O=C(CSCC(=O)NC1CCCC1)Nc1ccccc1,0.6,11%,11%,-0.27,-9%,0.32,0.0%,2%,-6%,7%,12%,0.6
CSc1ccc(C2Nc3ccccc3-c3cc(C)nn32)cc1 (stereo unspecified),0.031,-5%,6%,-0.2,1%,-0.023,-1.5%,5%,-6%,-2%,10%,-0.29
C/C(=N/Nc1ccc(F)cc1)c1ccc(Cl)s1,0.33,-24%,-129%,-0.043,-1%,-0.41,-2.4%,-13%,-13%,5%,-38%,-0.35
Cc1cccc(N(CC(=O)N2CCCC2)S(=O)(=O)c2ccccc2)c1,-0.54,4%,-1%,-0.28,-3%,0.23,-2.3%,-15%,-3%,3%,-4%,0.44
O=C(COc1ccc(S(=O)(=O)NC2CCCCC2)cc1)NCCC1=CCCCC1,-1.1,-4%,10%,-0.087,-3%,-0.34,-6.4%,13%,-3%,11%,13%,-0.016
CCC(=O)Nc1ccc(S(=O)(=O)Nc2ccc(Cl)nn2)cc1,0.84,0%,-1%,-0.23,-7%,-0.32,-9.8%,-1%,-8%,4%,-9%,-1.3

The list goes on:
Dynein transport cell count,P. falciparum M17LAP,human PMI inhibitors,Dynein transport cytoplasmic EGFP,Siah-1 displacement,Dynein transport nuclear GR-EGFP,XIAP displacement,AID2073,LYP phosphatase,M1AAP inhibition,PMI inhibitors,Dynein transport,canonical_smiles
-0.26,10%,2%,-0.35,-3%,-0.28,-2.4%,28%,-12%,10%,7%,-0.3,COc1cc(-n2c(C)nc3cc(C(=O)NCc4ccco4)ccc32)cc(OC)c1OC
0.77,14%,-11%,0.92,2%,-0.38,-4.2%,-14%,-2%,-2%,-9%,-1.2,CCCCCCC1CC(CSc2ncn[nH]2)OC1=O (stereo unspecified)
-1.4,1%,10%,0.6,10%,-0.86,3.0%,24%,-1%,-2%,14%,-2.1,CCOC(=O)c1c(-c2ccc(C)o2)csc1NC(=O)CN1CCN(CC)CC1
0.53,7%,-5%,-0.28,15%,-0.27,-3.5%,10%,-4%,1%,3%,-0.61,CCOC(=O)C1=C(N)OC2=C(C(=O)CC(C)(C)C2)C1c1ccc(CC)s1 (stereo unspecified)
0.21,11%,25%,0.057,4%,-0.68,-4.6%,-4%,-2%,13%,34%,-1.3,CCOC(=O)c1cc2n(c1N)-c1ccccc1C2=O
0.14,13%,5%,-0.3,2%,-0.43,-6.5%,6%,-6%,17%,20%,0.0047,S=C(c1ccc(-c2cc(Cl)ccc2Cl)o1)N1CCCCC1
0.15,6%,.,-0.21,1%,0.13,.,15%,1%,-2%,.,0.069,COCC(=O)OCc1cc2cccc(C)c2[nH]c1=O
-0.54,2%,-2%,-0.28,-8%,1.2,-3.7%,-10%,0%,8%,6%,2,CC1CCCCN1C(=O)Cn1cc(C(=O)c2ccco2)c2ccccc21 (stereo unspecified)
0.85,9%,.,-0.26,0%,-0.076,.,-8%,-5%,2%,.,-0.056,CCN(CC)S(=O)(=O)c1ccc(Cl)c(NC(=O)CCCCl)c1
0.77,3%,-17%,-0.28,11%,-0.12,-3.8%,29%,1%,5%,-16%,-0.19,COc1cc(OC)cc(C(=O)N=c2sc3ccccc3n2C)c1
1.1,-5%,12%,-0.25,-6%,-0.43,-10%,15%,-9%,3%,2%,-0.72,CCCCOC(=O)Nc1nccs1
-0.2,2%,10%,0.019,-2%,0.83,-0.3%,-6%,-1%,11%,15%,0.14,O=C1c2ccccc2C2=Nc3ccccc3SC(c3ccccc3F)C12 (stereo unspecified)
1.1,8%,3%,-0.21,-3%,-0.41,-3.0%,30%,-5%,3%,-8%,-0.46,CCOC(=O)Cc1c(C)nc2c(C#N)c[nH]n2c1=O
-2.3,-9%,.,-0.088,-3%,0.19,.,6%,-6%,-4%,.,0.44,Cn1cc(Br)c(-c2cccc(NC(=O)CCCC(=O)O)c2)n1
-0.051,-3%,-4%,-0.23,-8%,0.6,-0.2%,-6%,-5%,0%,-3%,1.5,Cc1ccc(O)c(CNn2cnnc2)c1
0.91,0%,.,-0.28,1%,0.14,.,8%,-6%,2%,.,-0.49,Nc1cc(=O)[nH]c(=O)n1-c1ccc(Cl)cc1
-0.0029,11%,-16%,-0.23,-1%,-0.092,-4.0%,10%,-4%,14%,-19%,-0.42,CCCSc1nnc(Cc2cc(=O)[nH]c(=O)[nH]2)n1-c1cc(C)ccc1C
0.98,14%,-7%,-0.33,6%,-0.082,-0.2%,5%,-4%,3%,-6%,-0.5,Fc1ccc(CN2CCCCCCC2)cc1
0.45,16%,-5%,-0.17,-2%,0.12,-6.2%,-5%,-4%,13%,3%,0.02,Cc1cccc2cc(C(c3nnnn3CC3CCCO3)N3CCOCC3)c(=O)[nH]c12 (stereo unspecified)
0.51,10%,5%,-0.2,3%,-0.28,-2.4%,0%,-10%,7%,-5%,-0.99,Oc1oc(-c2ccco2)nc1C=Nc1cccc(Cl)c1

Assay outcomes from PubChem.
